# Compound activity: PubChem, National Center for Advancing Translational Sciences (NCATS)
# GCN5L2 inh = qHTS Assay for Inhibitors of GCN5L2. GCN5L2 HAT assay, ThioGlo1 CoA-SH fluorescence. Histone acetyltransferase KAT2A (Homo sapiens), Q92830. hit rate 0.21% among 390,000. Potency, µM (doses to about 58.9 µM), without a hit: top-dose activity change, negative = inhibition, most hits filed as inhibitors
#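 GCN5L2 (20nM final) in 50mM HEPES, 0.1mM EDTA pH 7.5, 0.01% Tween-20 was preincubated 15 min at room temperature with compound, then given ThioGlo1 (50uM), H3(1-25) peptide (75uM) and acetyl-CoA (70uM); CoA-thiol fluorescence (Ex340/Em540) was read at 0 and 20 min.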
# TDP1 cell noCPT = qHTS for Inhibitors of human tyrosyl-DNA phosphodiesterase 1 (TDP1): qHTS in cells in absence of CPT; hit rate 15% among 420,000; DT40 Tdp1-/- hTDP1 cells, no CPT, ATP luminescence, 48 h; Potency, µM (doses to about 46.2 µM), for the others: at the highest dose activity change, negative = growth inhibition, hits mostly inhibitors; further: nearly all actives have a fitted effect of over 55% in size
#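 DT40 Tdp1-/-;hTDP1 cells, no CPT (DMSO vehicle only), 400 cells/well; compounds pin-transferred; ≥48 hr, 37 °C; CellTiter-Glo 30 min RT dark, luminescence read.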
# TDP1 inh = qHTS Assay for Inhibitors of Tyrosyl-DNA Phosphodiesterase (TDP1) | recombinant TDP1, AlphaScreen DNA substrate cleavage | Potency, µM (top dose mostly 130 µM), without a hit: at the top dose activity change, negative = inhibition, hits mostly inhibitors | hit rate 0.28% among 350,000 | Tyrosyl-DNA phosphodiesterase 1 (Homo sapiens), Q9NUW8 | AID 485290, 2010; further: nearly all actives have a fitted effect of over 40% in size
# Target sequence (Q9NUW8 whole entry, looked up): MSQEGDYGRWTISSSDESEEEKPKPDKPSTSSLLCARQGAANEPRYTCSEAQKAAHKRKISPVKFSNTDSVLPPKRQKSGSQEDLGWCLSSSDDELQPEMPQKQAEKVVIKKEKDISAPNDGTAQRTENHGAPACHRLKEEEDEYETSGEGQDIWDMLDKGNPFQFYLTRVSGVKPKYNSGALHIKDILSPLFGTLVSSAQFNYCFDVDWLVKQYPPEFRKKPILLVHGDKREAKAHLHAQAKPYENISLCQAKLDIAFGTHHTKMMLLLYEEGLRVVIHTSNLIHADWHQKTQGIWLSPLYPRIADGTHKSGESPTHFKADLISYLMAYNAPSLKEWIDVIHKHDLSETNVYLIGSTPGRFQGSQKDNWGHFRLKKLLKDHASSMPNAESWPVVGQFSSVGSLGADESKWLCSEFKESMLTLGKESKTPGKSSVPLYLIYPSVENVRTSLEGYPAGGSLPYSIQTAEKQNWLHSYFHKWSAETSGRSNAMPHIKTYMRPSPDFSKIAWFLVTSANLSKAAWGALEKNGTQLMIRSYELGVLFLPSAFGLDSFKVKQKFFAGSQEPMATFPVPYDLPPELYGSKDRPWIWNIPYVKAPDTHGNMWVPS
#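 Tdp1 1 nM final; 15 min RT w/ cpd; substrate 15 nM, 5 min; beads 10 ug/ml, 10 min; AlphaScreen read. Neg ctrl: no enzyme.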
# Numbers without * were called inactive; ? = inconclusive; . = not tested or not shown; & = joins results of further samples; ! = repeats disagree; [ ] = remark or other dose. The call rests on the fitted dose curve; in most records, active means well fitted curve in the direction sought with a large enough effect; inconclusive means small, poorly fitted or top-dose-only effect, or another doubt; inactive means no such curve, though single readings can be large; an effect the other way counts as inactive or inconclusive. On the % scale 0 is the no-effect control and ±100 the full control effect; potency means the concentration at half of the fitted maximal effect. Some of the compounds tested; count on the stated rates, not on these rows.
no. | Compound | GCN5L2 inh | TDP1 cell noCPT | TDP1 inh
1 | COc1ccccc1C(=O)c1c(N)c(-c2nc(-c3ccccc3)cs2)c2ccccn12 | -7% | 21µM* | 0%
2 | O=C(c1cccs1)N1CCN(S(=O)(=O)c2cccs2)CC1 | -9% | -14% | 3%
3 | COc1ccc(/C=C/C(=O)OCC(=O)NC(C)CCc2ccccc2)cc1OC (stereo unspecified) | 0% | -10% | -1%
4 | COc1ccccc1-n1nnnc1SCC(=O)Nc1ccccn1 | -8% | 1% | 6%
5 | COc1ccc(N(C(=O)C(C)C)S(=O)(=O)c2cccc3cccnc23)cc1 | -2% | ? | -3%
6 | CC(C(=O)N1CCCc2c1c(=O)oc1ccc(O)cc21)N1CCc2ccccc2C1 (stereo unspecified) | -5% | ? | 6%
7 | CN(C(=O)CCN1C(=O)C(C)(C)Nc2ccccc21)c1ccccc1 | 4% | -21% | 9%
8 | COc1ccc(CNc2ncncc2-c2ccccc2OC)c(OC)c1 | -13% | -11% | .
9 | Nc1ccccc1S(=O)(=O)C(F)F | -2% | -1% | .
10 | O=C(COc1ccccc1F)Nc1ccc2c(c1)CCC2 | -5% | ? | -4%
11 | O=C(Cn1cc(C(F)(F)F)ccc1=O)NC1CCCC1 | -4% | -5% | ?
12 | O=C(CSc1ncnc2ccccc12)NCCc1ccccc1 | 2% | -8% | -1%
13 | COc1ccc(OC)c(-c2cc(C(=O)Nc3ccc(F)cc3F)no2)c1 | -6% | 24% | 0%
14 | Cc1cccc(NC(=O)c2cc([N+](=O)[O-])ccc2NCC2CCCO2)n1 (stereo unspecified) | -10% | -16% | 5%
15 | COc1cc(S(=O)(=O)Nc2ccc(C)cc2)ccc1N=Cc1c(C)c(C#N)c(=O)n(C)c1O | -6% | 13µM* | 5%
16 | NC(=O)CSc1nnc(-c2cccnc2)n1CCc1ccccc1 | 0% | -14% | 2%
17 | CC(=O)Nc1ccc(C(=O)NNC(=O)c2cccc(C)c2)cc1 | -10% | 1% | .
18 | Cc1cc2[nH]c(=O)c(=O)[nH]c2cc1S(=O)(=O)N1CCN(c2ccccc2)CC1 | -34%&-9% | 2%&0% | -5%
19 | CCOC(=O)c1sc(-c2ccccc2)cc1NC(=O)c1ccc(S(=O)(=O)N(CCOC)CCOC)cc1 | -1% | ? | -4%
20 | O=C(Nc1ccccn1)C1CCN(C(=O)Nc2ccccc2)CC1 | -27% | -5% | 1%[0.505 µM]
21 | Cn1c(=O)oc2cc(S(=O)(=O)Nc3ccc(F)cc3)ccc21 | -6% | 4% | .
22 | Cc1ccc(Nc2nc(C)cc(C)c2C(N)=O)c(C)c1 | -5% | 6.5µM* | 4%
23 | Cc1ccc(C2CCN(C(=S)Nc3cccc(C)c3)C2)cc1 (stereo unspecified) | -10% | 18µM* | 3%
24 | Cc1[nH]c(C)c(S(=O)(=O)N(Cc2ccccc2)C(C)(C)C)c1C(=O)N1CCCC1 | 2% | -30% | 2%
25 | CCOC(=O)c1ccccc1NC(=O)COC(=O)C(Cc1c[nH]c2ccccc12)NC(C)=O (stereo unspecified) | -2% | ? | 8%
26 | CCOc1ccc(C(=O)Nc2cccc3ncccc23)cc1Cl | -5% | ? | .
27 | N=c1c(C(=O)NCCN2CCOCC2)cc2c(=O)n3ccccc3nc2n1Cc1ccc(F)cc1 | -14% | -4% | 1%
28 | CCOc1ccccc1NC(=O)CSc1ccc(-c2sc(C)nc2C)nn1 | ? | 16µM* | 5%
29 | CCCCCCCn1c(=N)n(CC(=O)c2ccco2)c2ccccc21 | -2% | ? | 4%
30 | Cc1cccc(OCCNC(=O)c2ccc(Cl)c(S(=O)(=O)NCc3cccnc3)c2)c1 | -2% | 2.6µM* | -6%
31 | Cc1cccc(N2CCN(C(c3ccccc3)c3nnnn3C(C)(C)C)CC2)c1C (stereo unspecified) | -10% | 23µM* | 1%
32 | COc1ccc(C(C)C)cc1S(=O)(=O)Nc1ccc(Cl)cn1 | ? | 6% | 7%
33 | Cc1cc(C(=O)N2CCN(Cc3ccc4c(c3)OCO4)CC2)cs1 | 0% | -17% | 7%
34 | Cc1cc(C)c2c(CC(=O)NCCc3ccccc3)coc2c1 | -7% | -8% | 4%
35 | c1ccc2c(c1)ncn2Cc1nnc2sc(-c3ccncc3)nn12 | -3% | ? | 4%
36 | Cc1cc(OCCCC(=O)N2CCCCC2)cc(C)c1Cl | -1% | -18% | 5%
37 | CC(=O)NS(=O)(=O)c1ccc(NC(=S)NC(=O)C(C)C)cc1 | -7% | -7% | 0%
38 | COc1ccc(C2C(CC(=O)O)=C(O)C(=O)N2c2ccccc2)cc1 (stereo unspecified) | -5% | -5% | 7%
39 | COc1cccc(CNC(=O)CN2CCCN(Cc3ccccc3)S2(=O)=O)c1 | -1% | -10% | -1%
40 | CCCn1nc(NC(=O)COC)c2cc3cc(C)ccc3nc21 | -23% | 9% | .
41 | C/[N+]([O-])=C\C1C(=O)CCCC1=O | -8% | -24% | 2%
42 | CCCCS(=O)CC(COCc1ccccc1)OC(=O)CSc1nc(C)cc(C)n1 (stereo unspecified) | -3% | -7% | 0%
43 | COc1ccc(/C=N\NC(=O)c2cc3c(ccc4ccccc43)o2)cc1O | -9% | ? | .
44 | COc1ccccc1C(=O)NCCC(=O)NCc1cccs1 | -5% | -7% | .
45 | Cc1cccc(-c2nc3c(C#N)c[nH]n3c2NC2CCCCC2)c1 | -4% | 21µM* | 6%
46 | CC(Oc1cccc(Cl)c1)C(=O)Nc1cc(=O)n(C)c(=O)n1C (stereo unspecified) | -12% | 13µM* | -1%
47 | O=C(CN1CCN(S(=O)(=O)c2ccc3c(c2)OCCO3)CC1)Nc1cccc(F)c1 | -1% | -25% | -8%
48 | CCC1SC(CC)C(=O)N(CC(=O)Nc2ccc3c(c2)OCO3)C1=O (stereo unspecified) | 4% | 13% | 2%
49 | CCCOc1cccc(C2c3c(oc4ccc(F)cc4c3=O)C(=O)N2c2nc(C)c(C(C)=O)s2)c1 (stereo unspecified) | 1% | 15µM* | -1%
50 | CC1CCCN(S(=O)(=O)c2ccc(C(=O)Nc3nnc(-c4ccccc4Cl)o3)cc2)C1 (stereo unspecified) | 0% | 6.5µM* | 5%
51 | COc1cc(CNc2nc3c(C)cc(C)cc3s2)ccc1O | 0% | 21µM* | .
52 | Cc1cc(=O)n2nc(N3CCCC(C(=O)NCc4ccco4)C3)sc2n1 (stereo unspecified) | -11% | 1% | 9%
53 | COc1ccc(N2CCN(C(=O)CCCC(=O)c3ccccc3)CC2)cc1 | -15% | ? | .
54 | Cc1cc(C)nc(NC(=O)CSc2nn(C)c(=S)s2)n1 | ? | -8% | 7%
55 | Cc1ccc(Cl)cc1NC(=O)C1CCCN(S(C)(=O)=O)C1 (stereo unspecified) | 3% | 7% | 4%
56 | O=C(NCCCNC(=O)c1cccnc1)c1ccc(Cl)cc1 | -2% | 0% | 3%
57 | COc1ccc(OC)c(S(=O)(=O)NCCS(=O)(=O)N2CCN(c3ccccc3)CC2)c1 | -16%&1% | 16µM*! | 5%&4%
58 | CCC(=O)Nc1ccc(NC(=O)c2ccc3c(c2)OCO3)cc1 | -7% | -18% | 1%
59 | c1ccc(-n2nnc3cnccc32)cc1 | -1% | -20% | -6%
60 | O=C(CSc1nnc(CNc2ccc(F)cc2)n1-c1ccccc1)N1CCOCC1 | 0% | ? | 0%[56.1 µM]

# Shown with values under each structure: part of the list above
# The line under a structure holds: GCN5L2 inh | TDP1 cell noCPT | TDP1 inh
4: COc1ccccc1-n1nnnc1SCC(=O)Nc1ccccn1
  -8% | 1% | 6%
2: O=C(c1cccs1)N1CCN(S(=O)(=O)c2cccs2)CC1
  -9% | -14% | 3%
15: COc1cc(S(=O)(=O)Nc2ccc(C)cc2)ccc1N=Cc1c(C)c(C#N)c(=O)n(C)c1O
  -6% | 13µM* | 5%
52: Cc1cc(=O)n2nc(N3CCCC(C(=O)NCc4ccco4)C3)sc2n1 (stereo unspecified)
  -11% | 1% | 9%
48: CCC1SC(CC)C(=O)N(CC(=O)Nc2ccc3c(c2)OCO3)C1=O (stereo unspecified)
  4% | 13% | 2%
55: Cc1ccc(Cl)cc1NC(=O)C1CCCN(S(C)(=O)=O)C1 (stereo unspecified)
  3% | 7% | 4%

# The results go on:
no. | Compound | GCN5L2 inh | TDP1 cell noCPT | TDP1 inh
61 | COc1ccc(/C=N/n2c(C)nc3ccccc3c2=O)cc1 | -5% | -5% | 0%
62 | COCCNc1nnc(SCC(=O)NC(=O)c2ccccc2OC)s1 | 2% | -2% | 0%
63 | O=C(NNC1=NS(=O)(=O)c2ccccc21)c1ccc([N+](=O)[O-])cc1 | -6% | -27% | 6%
64 | CCN(CCCNC(=O)CNC(=O)c1nn(-c2ccc(OC)c(OC)c2)c(=O)c2ccccc12)c1ccccc1 | -9% | 18µM* | 10%
65 | CSc1nc(/C=C2\C=Nc3ccccc32)c(O)n1C | -5% | ? | 5%
66 | Cc1nc(-c2ccccc2)sc1C(=O)O | -8% | 5% | -1%
67 | COc1ccc(NC(=O)CN2CCN(c3c(C)cc(C)cc3C)CC2)cc1 | -9% | -23% | .
68 | O=C1C=C(O)c2cccc3cccc1c23 | -7% | 10% | .
69 | COC(=O)c1sccc1NC(=O)Nc1ccc(OC)c(OC)c1 | -4% | 22% | 4%
70 | O=C(COC(=O)c1ccc(Br)o1)Nc1cccc(S(=O)(=O)N2CCOCC2)c1 | -3% | -24% | 1%
71 | O=C(CCC1CCCCC1)NCCN1CCOCC1 | 5% | -3% | .
72 | CSc1sc(C(=O)O)c2c1C(=O)CCC2 | -8% | -1% | -9%

# Two consecutive records already listed:
no. | Compound | GCN5L2 inh | TDP1 cell noCPT | TDP1 inh
62 | COCCNc1nnc(SCC(=O)NC(=O)c2ccccc2OC)s1 | 2% | -2% | 0%
63 | O=C(NNC1=NS(=O)(=O)c2ccccc21)c1ccc([N+](=O)[O-])cc1 | -6% | -27% | 6%

# Following part:
no. | Compound | GCN5L2 inh | TDP1 cell noCPT | TDP1 inh
73 | CCN(C(=O)c1ccccc1Cl)c1ccccc1 | 0% | -13% | 6%
74 | CCOC(=O)/C(C#N)=C\N(C)C | -13% | -2% | 1%
75 | O=C(c1ccc(F)cc1F)N(Cc1ccccn1)Cc1ccco1 | -6% | 3% | -3%
76 | Cc1[nH]c2ccccc2c1SCc1nnc(SCc2ccccc2)n1C | -7% | ? | 6%
77 | CO/N=C/c1ccc(Oc2ccc([N+](=O)[O-])cc2[N+](=O)[O-])c(OC)c1 | -6% | 16µM* | 5%
78 | CCOC(=O)C1CCCN(Cc2cn[nH]c2-c2ccc(F)cc2F)C1 (stereo unspecified) | -4% | -25% | 0%
79 | CCOC(=O)c1ccccc1NC(=O)CSc1nc2ncccc2o1 | -5% | -21% | 5%
80 | CC1=C(C)CC(C(=O)Nc2cccc(Cl)c2)C(C(=O)O)C1 (stereo unspecified) | -6% | -8% | 2%
81 | O=C(Oc1cc2oc(=O)c3c(c2cc1Cl)CCCC3)c1cccs1 | -12% | -4% | -4%
82 | CSc1ccc(C(=O)C2CCCN(C(=O)c3cccc(N4CCOCC4)c3)C2)cc1 (stereo unspecified) | -5% | ? | 6%
83 | COc1ccc(/C=C/C(=O)c2ccc(C)c([N+](=O)[O-])c2)cc1O | -10% | 13µM* | -3%
84 | COc1cccc(OC)c1C(=O)Nc1ccc(S(=O)(=O)Nc2ncccn2)cc1 | -7% | 9% | .
85 | COC(=O)c1c(NC(=O)CN2CCC3(O)CCCCC3C2c2ccc(OC)cc2OC)sc(C)c1C (stereo unspecified) | 24% | ? | 8%
86 | CCCOc1ccc(NC(N)=O)cc1OCCC | 1% | 9% | 2%
87 | CCN1CCN(c2cc(C)c3cc(NC(=O)CCC(=O)N4CCN(c5ccccc5OC)CC4)ccc3n2)CC1 | -3% | ? | -6%
88 | NCCCC[C@@H]1NC(=O)[C@H](CCC(=O)O)NC(=O)c2cc([N+](=O)[O-])cc(I)c2OCC[C@@H](C(N)=O)NC1=O | -8% | 0% | 7%
89 | Cc1nn(C(C)C(=O)NCCCN(Cc2ccccc2)C(C)C)c(=O)c2c1sc1ccccc12 (stereo unspecified) | -3% | ? | 4%
90 | CN1CCN(C(=O)CSc2nc(-c3cccs3)cc(-c3cccs3)c2C#N)CC1 | -17% | 18µM* | 4%
91 | CCn1c(-c2cccnc2)n[nH]c1=S | -13% | -7% | .
92 | Cc1ccccc1OCC(=O)N(Cc1nc(-c2ccccc2)no1)C(C)C | -1% | ? | 7%
